Bioassay records (PubChem BioAssay)
D1 allo mod = D1 CRE-luciferase signal change, two-sided – cell-based, HEK293 D1, dopamine EC30, D1 allosteric modulator project, primary screen; dopamine EC30 potentiation; actives deviate in either direction; D(1A) dopamine receptor (Homo sapiens), P21728; B-score at 10 µM; 5.9% of 58,000 active; AID 641, 2007;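 active = luminescence count or its row- and column-corrected plate score outside the 99.7% band of the plate's sample wells, on either side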
NADH enzymes = inhibitors of PK/LDH coupling enzymes, profiling panel, artefact control, biochemical, MLSMR library; coupled PK/LDH NADH assays, four targets; IC50, µM (doses to about 10 µM), for inactives: at the top dose inhibition; 0.02% of 65,000 active;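 active = single-dose screening hits from any of four coupled enzyme assays that gave an IC50 when retested across doses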;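 also: the DPM-DC format reads NADH fluorescence rather than 340 nm absorbance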
SF-1 act = activators of human SF-1, primary screen, cell-based, CHO-K1, Gal4-SF-1 LBD, luciferase luminescence; Steroidogenic factor 1 (Homo sapiens), Q13285; CHO-K1 Gal4-SF-1 LBD luciferase reporter; % increase over DMSO SF-1-specific signal; activation, % at 10 µM; 1.9% of 65,000 active; AID 522, 2006;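 active = activation above the mean activation of all tested compounds plus 3 SD, cut at about 50% in these data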
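Material: CHO-K1 cells with Gal4–hSF-1 LBD chimera plus Gal4-driven luciferase / Input: 4,000 CHO-K1 cells per well / Incubation: compound exposure 20 h at 37 °C / Signal: luminescence read 15 min after SteadyLite luciferase reagent, after room-temperature equilibration / Read-out: percent activation versus DMSO / Benchmarks: DMSO negative control and −SF1 background wells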
tolC growth inh = growth inhibitors of E. coli tolC mutant, primary screen, strain BW25113 ΔtolC::kan, 384-well; 2.2% of 65,000 active; growth inhibition, % at 10 µM (by protocol); OD615; AID 573, 2007;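 active = growth inhibition at or above a cutoff equal to the mean over every tested compound plus 3 SD, cut at about 60% in these data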;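 also: growth measured after 20 h incubation at 37 °C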
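Test system – E. coli BW25113 ΔtolC::kan, tolC deletion mutant strain · Detection – OD at 615 nm · Buffer or medium – LB with kanamycin 50 µg/mL · Times – 20 h compound exposure of bacteria at 37 °C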
M1 antag = antagonists of rat M1 muscarinic receptor | AID 628, 2007 | B-score at 10 µM | 3.4% of 64,000 active | Muscarinic acetylcholine receptor M1 (Rattus norvegicus), P08482 | CHO-M1 cells, Fluo-4 calcium, ACh EC80 antagonist mode; active compounds read low;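 active = calcium fluorescence response, raw or row-and-column corrected B-score, differing from the plate sample mean either way at a set confidence level, mostly lower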
Target sequence (P08482 whole entry, looked up): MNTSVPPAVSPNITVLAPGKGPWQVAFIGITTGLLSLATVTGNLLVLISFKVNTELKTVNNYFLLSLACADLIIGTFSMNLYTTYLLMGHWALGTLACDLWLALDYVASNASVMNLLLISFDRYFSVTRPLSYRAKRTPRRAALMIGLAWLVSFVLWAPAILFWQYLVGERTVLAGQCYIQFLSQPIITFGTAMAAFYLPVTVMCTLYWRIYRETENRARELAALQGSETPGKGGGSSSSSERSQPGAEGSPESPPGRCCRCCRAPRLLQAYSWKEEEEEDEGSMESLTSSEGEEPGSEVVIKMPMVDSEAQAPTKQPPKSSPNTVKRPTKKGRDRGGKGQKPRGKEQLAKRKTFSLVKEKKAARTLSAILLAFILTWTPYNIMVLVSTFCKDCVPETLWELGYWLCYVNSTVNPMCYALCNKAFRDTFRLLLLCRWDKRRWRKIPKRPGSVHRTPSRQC
TNAP act DEA = human TNAP enzyme activators, primary screen, biochemical, luminescent, intermediate phosphate acceptor level. purified TNAP, CDP-star luminescence, 100 mM DEA, 30 min; active compounds read high; scale: 0 levamisole-inhibited, 1 vehicle-only enzyme. activation factor at 20 µM. 64,000 tested, under 10 active. AID 813, 2007;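 active = activation factor of at least 2 at 20 µM, relative to controls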
Target sequence (P05186 whole entry, looked up): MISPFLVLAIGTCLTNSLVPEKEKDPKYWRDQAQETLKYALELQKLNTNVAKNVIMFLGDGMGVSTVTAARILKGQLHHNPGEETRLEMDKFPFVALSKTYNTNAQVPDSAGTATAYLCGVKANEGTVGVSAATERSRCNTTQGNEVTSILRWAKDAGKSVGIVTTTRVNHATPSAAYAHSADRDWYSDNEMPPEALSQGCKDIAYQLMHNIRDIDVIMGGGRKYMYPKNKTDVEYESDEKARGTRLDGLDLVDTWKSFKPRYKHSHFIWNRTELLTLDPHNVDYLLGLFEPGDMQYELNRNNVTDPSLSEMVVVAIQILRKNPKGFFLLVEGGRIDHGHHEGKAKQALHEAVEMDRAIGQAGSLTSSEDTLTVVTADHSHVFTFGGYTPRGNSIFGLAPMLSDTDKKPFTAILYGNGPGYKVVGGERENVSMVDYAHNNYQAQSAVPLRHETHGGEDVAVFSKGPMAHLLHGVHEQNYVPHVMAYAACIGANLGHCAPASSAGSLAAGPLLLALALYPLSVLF
M1 ag = M1 muscarinic receptor agonists, primary screen, CHO-M1 cells, Fluo-4 calcium, agonist mode; Muscarinic acetylcholine receptor M1; Fluo-4 calcium fluorescence; active compounds read high; B-score at 10 µM; 3% of 64,000 active; AID 626, 2007;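 active = fluorescence rise, raw or as B-score row- and column-corrected plate score, outside the 99.7% band of its plate's samples, either direction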
HEK293 NFkB inh = inhibitors of PMA/ionomycin-induced NF-kB reporter, primary screen, antigen receptor NF-kB inhibitor project, cell-based, HEK-293 luciferase reporter, luminescence; HEK-293 NF-kB luciferase reporter; 0.21% of 62,000 active; inhibition, % at 3 µM;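 active = inhibition above the mean of all tested compounds plus 3 SD, cut at about 40% in these data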;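 also: 0% = stimulated DMSO wells and 100% = 10 µM reference inhibitor 5653914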
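Material: HEK-293 cells with stable firefly luciferase reporter driven by four HIV NF-kB elements / Also added: PMA plus ionomycin mix as NF-kB-activating stimulus / Compound dosing: 3 µM once, 0.30% DMSO / Times: 1 h pretreatment, 16 h stimulation, 37 °C / Signal: luminescence / Evaluation: per-plate % inhibition versus controls / Benchmarks: DMSO and 10 µM reference inhibitor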
Jurkat tox 60K = cytotoxicity toward Jurkat T cells, primary screen, cytotoxicity control, cell-based, Jurkat E6.1, 60K MLSMR library; Jurkat E6.1 viability, ATP luminescence, 48 h; inhibition, % at 4 µM; 1.2% of 56,000 active;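 active = inhibition above the mean inhibition of all tested compounds plus 3 SD, cut at about 28% in these data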
* = called active by the depositor; · = not tested or not shown; [ ] = remark or other dose.

item	SMILES	D1 allo mod	NADH enzymes	SF-1 act	tolC growth inh	M1 antag
1	CCOC(=O)Cn1c2c(c(=N)c3c1CCC3)CCC2	-1.8	8%	-14	-15	-0.2
2	O=C(Cc1cccs1)N1CCCC(c2nc(-c3ccc(S(=O)(=O)N4CCCC4)cc3)no2)C1 (configuration not stated)	-0.012	5%	9	7	-2.6*
3	COc1ccc2c(c1)CCCC21NC(=O)NC1=O (configuration not stated)	·	7%	23	3	0.35
4	COC(F)(C(=O)Nc1ccc2c(c1)C(=O)NC2=O)C(F)(F)F (configuration not stated)	-0.28	6%	-10	-13	·
5	O=C(c1ccc2ccccc2n1)N1CCN(c2ccccc2)CC1	0.2	2%	10	18	0.55
6	NC(=O)CSc1nnc(-c2ccc(S(=O)(=O)N3CCOCC3)cc2)n1Cc1ccccc1	·	6%	-4	-9	2.3*
7	N#CC1=C(N)C(C#N)(C#N)[C@H](c2ccncc2)[C@H]2CN(C(=O)OCc3ccccc3)CC=C12	·	3%	-48	10	0.45
8	CCOC(=O)Cn1c(=O)oc2cc(S(=O)(=O)NCCc3ccc(OCC)c(OCC)c3)ccc21	-0.89	4%	9	2	-2.3*
9	CC(=O)c1cccc(-n2nnnc2SCC(=O)Nc2cccc(NC(=O)c3ccco3)c2)c1	0.026	2%	10	19	-0.13
10	CC(NC(=O)CNC(=O)OCc1ccccc1)C(=O)N1CC(O)CC1C(=O)OCc1ccccc1 (configuration not stated)	-0.4	4%	-9	-26	-0.33
11	CCCC(OC(=O)CC1Sc2ccccc2NC1=O)C(=O)NCc1ccco1 (configuration not stated)	·	2%	14	11	1.2
12	CCOC(=O)C1CCCN(c2ncnc3c2oc2ccccc23)C1 (configuration not stated)	1.7	3%	11	18	-3.3*
13	c1cncc(-c2nn3c(-c4ccncc4)nnc3s2)c1	0	5%	-8	-16	0.014
14	CCOC(=O)c1ccc(NC(=O)COc2ccc(-n3cnnn3)cc2)cc1	-0.45	3%	2	3	0.23
15	COC(=O)C1CCN(C(=O)COc2ccc(Cl)cc2)CC1	2	2%	8	2	0.74

item	TNAP act DEA	M1 ag	HEK293 NFkB inh	Jurkat tox 60K
1	0.9	0.4	8	10
2	0.9	-1.8	6	12
3	1	-0.094	12	-4
4	0.9	·	13	3
5	0.9	-0.07	4	-1
6	1	-0.91	7	4
7	0.9	-0.7	·	·
8	1	-0.15	14	-2
9	0.9	3.6*	8	5
10	1	0.29	1	11
11	0.9	2.5*	10	·
12	1	4.2*	21	9
13	0.9	-0.87	-8	-2
14	0.8	0.038	3	-7
15	0.9	2.3	9	3

Brought forward from above: two compounds, followed by the next part.
item	SMILES	D1 allo mod	NADH enzymes	SF-1 act	tolC growth inh	M1 antag
14	CCOC(=O)c1ccc(NC(=O)COc2ccc(-n3cnnn3)cc2)cc1	-0.45	3%	2	3	0.23
15	COC(=O)C1CCN(C(=O)COc2ccc(Cl)cc2)CC1	2	2%	8	2	0.74
16	CC(C)CCn1nnnc1C(c1ccc(N(C)C)cc1)N1CCN(C(=O)c2ccco2)CC1 (configuration not stated)	-1.2	3%	-7	5	-0.29
17	CC(C)C(NC(=O)C12CC3CC(CC(C3)C1)C2)C(=O)NC1=NCCS1 (configuration not stated)	·	5%	-12	17	0.28
18	O=C(Nc1cccc(-c2nc3cc(Cl)ccc3o2)c1)C1CCCO1 (configuration not stated)	-0.17	7%	81*	60	-0.0082
19	OCCN(CCO)CC(O)Cn1c2ccccc2c2ccccc21 (configuration not stated)	-0.37	4%	-4	-1	1
20	Cc1ccc(Cl)cc1N1CCN(C(=O)c2ccc(CN3CCOCC3)cc2)CC1	-1	0%	-7	12	-0.084
21	CCCCP(=O)(CCCC)Cc1ccccc1O	-0.35	2%	-1	-3	-0.036
22	CCOC(=O)CSc1nc2nc(C)cc(C)n2n1	1.2	5%	10	-18	0.71
23	CC(C(=O)N1CCc2ccccc21)N1CCc2ccccc2C1 (configuration not stated)	0.16	2%	-3	1	-0.95
24	O=C(CCSc1nc(-c2ccco2)cc(C(F)(F)F)n1)NCC1CCCO1 (configuration not stated)	0.85	5%	-9	19	-0.7
25	C=C(C)Cn1c(Sc2nc3ccccc3[nH]2)nc2c1c(=O)[nH]c(=O)n2C	1.3	6%	8	-3	0.41
26	CCc1nc(Nc2ccncc2)c2oc3ccccc3c2n1	-0.00093	15%	18	-3	-2.4*
27	CS(=O)(=O)Nc1ccc(C(=O)NCc2cccnc2)cc1	-0.55	4%	11	-8	0.82
28	COCC(=O)NCCNc1nc2ccc(C)cc2cc1C	-0.19	7%[fluoresces]	8	-12	0.44
29	COc1ccc(S(=O)(=O)N2CCCN(S(=O)(=O)c3ccc(OC)cc3C)CC2)c(C)c1	·	2%	1	5	·
30	C#CCN1C(=O)C(O)(CC(=O)c2cccc(OC)c2)c2ccccc21 (configuration not stated)	0.21	4%	-4	-5	-0.66

item	TNAP act DEA	M1 ag	HEK293 NFkB inh	Jurkat tox 60K
14	0.8	0.038	3	-7
15	0.9	2.3	9	3
16	0.9	-1.5	16	1
17	1	0.75	15	4
18	0.9	0.88	-2	3
19	1	0.15	16	4
20	0.9	-0.54	18	8
21	0.8	-0.097	10	2
22	0.9	0.38	17	-1
23	0.9	-0.36	8	-3
24	0.9	-1.6	12	0
25	1	0.011	2	1
26	0.8	-0.59	-2	22
27	0.9	0.59	4	3
28	1	0.16	4	-4
29	1	·	11	-5
30	0.9	0.11	4	2

More records:
item	SMILES	D1 allo mod	NADH enzymes	SF-1 act	tolC growth inh	M1 antag
31	c1ccc(-c2cn3c4c(sc3n2)CCCC4)cc1	-9.9*	1%	-73	26	0.1
32	CN1CCc2c(sc3c2c(=O)n(-c2ccccc2)c2nnc(SCc4ccccc4)n32)C1	·	5%	-3	10	-0.044
33	O=C(C1CCCN(S(=O)(=O)c2ccccc2)C1)N1CCN(c2ncccn2)CC1 (configuration not stated)	-0.88	2%	-10	-7	0.31
34	CCC(=O)N1CC2(C)CN(C(=O)CC)CC(C)(C1)C2	-0.55	7%	-4	0	0.27
35	Cn1c(NCc2ccco2)nc2c1c(=O)n(Cc1ccc(Br)cc1)c(=O)n2C	2.1	10%	13	7	0.2
36	Cc1ccc(S(=O)(=O)Nc2nc3ccccc3nc2NCc2ccco2)cc1C	0.89	10%	1	46	-0.73
37	COc1cc(CO)cc(Br)c1OCC(=O)O	0.057	1%	14	3	0.079
38	CC1=C(C(=O)Nc2ccccc2C)C(c2ccc(C)o2)C2=C(CCCC2=O)N1 (configuration not stated)	-0.56	9%	-12	3	0.76
39	O=c1nc2n(c3sc4c(c13)CCC4)Cc1ccccc1-2	0.81	9%[fluoresces]	32	2	-1
40	Cc1cc(C)n(S(=O)(=O)c2cccc(Cl)c2Cl)n1	0.11	5%	-27	7	-0.87
41	CCCC(=O)N1CCN(c2ccc(NC(=O)c3cc4ccccc4o3)cc2)CC1	-2	11%	10	19	0.11
42	O=C(Nc1ccccc1)N1CCC(c2ccccc2)C1 (configuration not stated)	-0.48	4%	68*	15	0.36
43	CCc1ccccc1NC(=O)c1ccoc1C	-0.0083	2%	-11	-4	-0.39
44	O=C(NC1CCS(=O)(=O)C1)c1cn(-c2ccccc2)nc1-c1ccccc1 (configuration not stated)	·	6%	0	-3	-0.006
45	COC(=O)CC1Oc2ccccc2N(Cc2ccc(C)cc2)C1=O (configuration not stated)	0.45	5%	2	24	-0.37

item	TNAP act DEA	M1 ag	HEK293 NFkB inh	Jurkat tox 60K
31	0.9	-0.11	30	12
32	0.9	-0.54	·	·
33	0.9	-0.027	6	·
34	1	0.031	0	·
35	1	-0.98	7	12
36	0.9	0.084	19	6
37	1	0.43	8	-4
38	0.9	-0.25	-4	-7
39	0.9	-0.15	-1	·
40	0.9	0.0031	1	11
41	0.8	1.2	9	0
42	0.8	-0.37	-22	-4
43	0.9	0.23	10	-2
44	0.9	0.034	11	4
45	0.9	-0.27	7	0

(further entries)
item	SMILES	D1 allo mod	NADH enzymes	SF-1 act	tolC growth inh	M1 antag
46	Cc1c(C(=O)O)nn(-c2ccccc2)c(=O)c1C#N	-0.049	7%	-5	-9	-0.38
47	CCOC(=O)C(NC(=O)Nc1ccccc1)(OCC)C(F)(F)F (configuration not stated)	-0.095	2%	4	-14	0.53
48	Cc1nc(N2CCN(Cc3ccccc3)CC2)nc2c1C(=O)CC(C)C2 (configuration not stated)	0.43	5%	6	41	-0.98
49	CCOC(=O)c1cccc(N2C(N)=NC(N)=NC2(C)C)c1	-0.16	6%	-7	-8	-0.56
50	CCNC(=O)C1(c2ccccc2)CCCC1	0.31	2%	·	9	·
51	O=C(Nc1ccccc1F)C1C2C=CC3(O2)C1C(=O)N(c1cccnc1)C3C(=O)NC1CCCCC1 (configuration not stated)	-0.24	6%	-8	-12	0.73

item	TNAP act DEA	M1 ag	HEK293 NFkB inh	Jurkat tox 60K
46	1	0.0059	1	-6
47	0.9	0.51	10	-4
48	0.9	-0.63	14	1
49	0.9	-1.1	14	1
50	1	·	·	·
51	0.9	-0.2	15	1
